Screening data (PubChem)
mABHD4 FP: ABHD4 (mouse) inhibition, primary FP screen. Q8VD66. hit rate 0.54% among 370,000. AID 720543. inhibition, % at 8.92 µM. purified mABHD4, FP-Rh probe fluorescence polarization;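 active means inhibition exceeding the mean over every tested compound plus 3 SD, cut at about 30% in these data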;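 further: 0% = plate median of compound wells and 100% = S159A mutant with DMSO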
Target sequence (Q8VD66 whole entry, looked up): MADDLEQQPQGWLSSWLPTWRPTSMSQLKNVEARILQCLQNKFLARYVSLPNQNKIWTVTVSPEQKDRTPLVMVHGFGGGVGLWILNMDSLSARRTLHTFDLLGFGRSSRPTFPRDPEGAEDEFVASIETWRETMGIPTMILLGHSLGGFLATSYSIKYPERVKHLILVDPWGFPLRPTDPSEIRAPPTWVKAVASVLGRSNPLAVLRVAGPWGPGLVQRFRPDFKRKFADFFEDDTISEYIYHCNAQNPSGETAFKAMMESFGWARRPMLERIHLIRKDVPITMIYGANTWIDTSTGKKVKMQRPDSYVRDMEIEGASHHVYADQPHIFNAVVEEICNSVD
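system = mouse ABHD4 enzyme, wild type | medium = HEPES pH 7.0, NaCl, Pluronic buffer | also added = FP-Rh probe | incubation = Enzyme–compound pre-incubation 45 min, then probe 60 min, both 25 °C | technique = fluorescence polarization, excitation 525 nm, emission 598 nm, BODIPY TMR filters | controls = S159A mutant high control, sample median low control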
LEDGF integ inh: blocks HIV-1 LEDGF/p75-dependent DNA integration; TR-FRET IN-LEDGF/p75 DNA integration, Eu/Cy5; hit rate 0.64% among 370,000; inhibition, % at 3.7 µM;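 active means inhibition above the screen-wide mean plus 3 SD, cut at about 13% in these data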;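 further: signal is the Cy5 over europium emission ratio at 671 and 618 nm; 0% = plate median of compound wells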
PRMT1 inh: PRMT1 (human) inhibition, primary screen; recombinant PRMT1, activity-based probe fluorescence polarization; inhibition, % at 2.79 µM; hit rate 1.3% among 370,000;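 active means inhibition above about 21% made by adding two undisclosed values, limit read from the data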
Target sequence (Q99873 whole entry, looked up): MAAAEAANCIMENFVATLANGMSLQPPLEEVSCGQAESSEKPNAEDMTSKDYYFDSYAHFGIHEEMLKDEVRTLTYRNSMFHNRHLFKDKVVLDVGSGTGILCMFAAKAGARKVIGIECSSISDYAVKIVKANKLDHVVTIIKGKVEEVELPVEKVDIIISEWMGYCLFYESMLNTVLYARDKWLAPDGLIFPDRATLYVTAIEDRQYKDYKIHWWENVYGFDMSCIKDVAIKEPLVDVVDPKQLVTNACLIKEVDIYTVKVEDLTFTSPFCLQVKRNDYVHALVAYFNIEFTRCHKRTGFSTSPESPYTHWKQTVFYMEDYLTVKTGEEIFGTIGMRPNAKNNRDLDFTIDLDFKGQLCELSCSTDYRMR
SIAE primary: blocks human sialic acid acetylesterase; Q9HAT2; SIAE FP-Rh probe binding, fluorescence polarization; inhibition, % at 9.66 µM; hit rate 0.69% among 370,000;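 active means inhibition above a cutoff: mean of compounds within the control limits plus 3 SD of those, cut at about 17% in these data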;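 further: 0% = plate median of compound wells and 100% = probe without SIAE protein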
rCAG binder: binds r(CAG) RNA repeats; r(CAG) RNA repeat, TO-PRO-1 dye displacement fluorescence; inhibition, % at 3 µM; hit rate 1.3% among 370,000;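 active means inhibition above the plate cutoff, the mean of all test compounds on that plate plus 3 SD, cut at about 35% in these data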;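 further: 0% = DMSO alone and 100% = 100 µM mitoxantrone as full dye displacement; higher means more dye released from RNA so lower well fluorescence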
HTRA1 inhibitor: HTRA1 (human) protease inhibition | recombinant HTRA1, FP-rhodamine activity-based probe, fluorescence polarization | inhibition, % at 5.96 µM | hit rate 0.5% among 340,000 | AID 504803; in the data active means inhibition above about 36%;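 further: 0% = enzyme with DMSO and 100% = wells lacking enzyme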
TDP2 inh: TDP2 (human) inhibition, absorbance primary screen; O95551; recombinant TDP2, T5PNP hydrolysis, p-nitrophenol absorbance 415 nm; inhibition, % at 12.8 µM; hit rate 0.34% among 370,000; AID 720702;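 active means inhibition above the mean of all tested compounds plus 3 SD, set per campaign, cut at about 25% in these data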;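 further: 0% = DMSO with enzyme and 100% = buffer with substrate but no TDP2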
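System: recombinant human TDP2 / Amount: 120 nM TDP2 per well / Also added: 5 mM T5PNP chromogenic substrate / Doses: 12.8 µM single point, 1% DMSO / Incubation: 2 h at 37 °C / Detection: p-Nitrophenol epi absorbance / Evaluation: % inhibition relative to enzyme-containing and enzyme-free wells / Repeats: singlicate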
TCR-CD3 inh: inhibitors of human TCR-CD3 interaction; TAMRA-labeled TCR probe fluorescence, biochemical; AID 651800; hit rate 0.37% among 360,000; inhibition, % at 9.4 µM; in the data active means inhibition above about 19%;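 further: recombinant mutant TCR 2C K166C tagged with TAMRA read by polarization; 0% = receptor in buffer alone and 100% = receptor with positive control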
PG9 Ab binder: small molecules binding HIV-1 gp120 antibody PG9; TR-FRET gp120-PG9 antibody binding; AID 624416; inhibition, % at 6.7 µM; hit rate 0.43% among 360,000; in the data active means inhibition above about 8.5%
NR1D1 modulator: modulators of human Rev-erb alpha DNA binding; hit rate 0.79% among 370,000; activity, % at 10 µM; Rev-erbα–FITC-DNA binding, fluorescence polarization, 90 min; P20393;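 active means activity above about 14%, limit read from the data; passing the limit was not always enough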;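 further: 0% = DMSO wells with 35 nM protein and 100% = DMSO wells with 750 nM protein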
* hit, by the source's call; . = no result given.

SMILES	mABHD4 FP	LEDGF integ inh	PRMT1 inh	SIAE primary	rCAG binder	HTRA1 inhibitor	TDP2 inh	TCR-CD3 inh	PG9 Ab binder	NR1D1 modulator
Cc1nnc(SCC(=O)N2CCOCC2)[nH]c1=O	2	3	-1	-1	-3	2	3	-7	0.6	-6
CC(C)(Cc1ccc(O)cc1)NC(=O)SCc1ccccc1	-14	1	-1	9	-5	-3	-10	2	-1.1	1
CCC1c2ccc(C)n2CCN1C(=O)Nc1ccccc1C(=O)OC (stereo not given)	-5	2	7	0	-3	2	-4	4	0.5	-2
CN(C(=O)c1ccno1)c1nnc(-c2ccccn2)s1	-2	-1	3	6	1	4	11	0	-0.1	4
CCC(C(=O)NCCCN1CCCC1=O)n1c2ccccc2c2nc(=O)cc(C)n21 (stereo not given)	3	1	1	8	-3	-3	14	-1	0.4	-5
C=CCOc1ccc(-c2nc3c(c(=O)[nH]c(=O)n3CCCC)n2C)cc1Br	-5	5	-1	1	2	1	-2	7	-0.8	9
Cn1nnnc1SCCNCc1ccncc1	-1	-1	-3	2	3	2	-2	6	-2.1	0
CC1(C)NC(=O)N(CC(=O)OCC(=O)Nc2c(Br)cc([N+](=O)[O-])cc2Br)C1=O	-1	2	-1	3	4	2	3	0	-1.7	-9
COc1cccc(CN(C(=O)c2ccccc2)C2CCS(=O)(=O)C2)c1 (stereo not given)	3	-1	6	2	-2	7	3	-7	-0.6	6
C#CCOCCOCCOCCNc1nc(N2CCN(C(=O)Cn3cc(CCO)nn3)CC2)nc(N2CCN(C(=O)[C@H](CCCCN)n3cc(CCCC)nn3)CC2)n1	2	0	4	0	-2	-8	2	0	0.2	2

Shown bar-delimited: 7 of the compounds above.
smiles | mABHD4 FP | LEDGF integ inh | PRMT1 inh | SIAE primary | rCAG binder | HTRA1 inhibitor | TDP2 inh | TCR-CD3 inh | PG9 Ab binder | NR1D1 modulator
CN(C(=O)c1ccno1)c1nnc(-c2ccccn2)s1 | -2 | -1 | 3 | 6 | 1 | 4 | 11 | 0 | -0.1 | 4
CCC(C(=O)NCCCN1CCCC1=O)n1c2ccccc2c2nc(=O)cc(C)n21 (stereo not given) | 3 | 1 | 1 | 8 | -3 | -3 | 14 | -1 | 0.4 | -5
C=CCOc1ccc(-c2nc3c(c(=O)[nH]c(=O)n3CCCC)n2C)cc1Br | -5 | 5 | -1 | 1 | 2 | 1 | -2 | 7 | -0.8 | 9
Cn1nnnc1SCCNCc1ccncc1 | -1 | -1 | -3 | 2 | 3 | 2 | -2 | 6 | -2.1 | 0
CC1(C)NC(=O)N(CC(=O)OCC(=O)Nc2c(Br)cc([N+](=O)[O-])cc2Br)C1=O | -1 | 2 | -1 | 3 | 4 | 2 | 3 | 0 | -1.7 | -9
COc1cccc(CN(C(=O)c2ccccc2)C2CCS(=O)(=O)C2)c1 (stereo not given) | 3 | -1 | 6 | 2 | -2 | 7 | 3 | -7 | -0.6 | 6
C#CCOCCOCCOCCNc1nc(N2CCN(C(=O)Cn3cc(CCO)nn3)CC2)nc(N2CCN(C(=O)[C@H](CCCCN)n3cc(CCCC)nn3)CC2)n1 | 2 | 0 | 4 | 0 | -2 | -8 | 2 | 0 | 0.2 | 2

(list continues)
SMILES	mABHD4 FP	LEDGF integ inh	PRMT1 inh	SIAE primary	rCAG binder	HTRA1 inhibitor	TDP2 inh	TCR-CD3 inh	PG9 Ab binder	NR1D1 modulator
O=C(COC(=O)c1ccccc1O)NC(c1ccccc1)c1ccccc1	-2	0	1	-4	0	0	-7	0	4.7	4
CCCOc1ccc(-c2c(C(=O)N/N=C/c3ccc(OC)cc3)nnn2-c2nonc2N)cc1	-22	1	-1	-38	6	-25	0	2	0.7	-4
COC(=O)Nc1ccc(S(=O)(=O)N2CCCC(C(=O)N3CCCCCC3)C2)cc1 (stereo not given)	0	3	-6	-1	-4	10	-1	3	-0.7	0
COC(=O)[C@]12C=CCN1[C@H](c1ccc(OC)c(OC)c1)c1c(c3ccccc3n1S(=O)(=O)c1ccc(C)cc1)C2	-20	0	3	-4	12	.	5	.	.	8
S=C(NC1CCCCC1)N1CCN(Cc2ccccc2Cl)CC1	-11	-4	4	4	-4	-7	6	4	-1.0	6
COc1ccccc1C(=O)NC(=O)CSc1ccc(C)c(C)c1	3	3	-2	6	0	-12	-6	3	-0.1	10
Cc1cc2nnc(SCC(=O)N3CCN(c4ccccc4)CC3)n2c(N)n1	0	0	-1	0	-1	3	4	4	-0.9	0
O=C(COC(=O)CCC(NC(=O)OCc1ccccc1)C(=O)OCC(=O)Nc1ccccc1)Nc1ccccc1 (stereo not given)	-5	5	-2	5	0	-2	0	-2	-0.1	0
Cc1cccc(-n2c(C)n[nH]c2=S)c1C	0	0	-1	7	2	2	2	1	-0.6	4
CCCC1(C(=O)OC)NC(c2ccc(OC)c(OC)c2)C2C(=O)N(c3cccc(C(C)=O)c3)C(=O)C21 (stereo not given)	-2	-3	3	-3	1	-4	-5	1	-0.6	-2
COc1ccc(C(=O)NNC(=O)Cc2ccc(-c3ccccc3)cc2)cc1OC	-14	4	0	7	2	-5	6	-1	-2.1	4
COc1ccc(C(CCN2CCN(c3ccccc3)CC2)c2c(OC)cc(OC)c3c(-c4ccccc4)cc(=O)oc23)cc1 (stereo not given)	11	-1	0	0	3	-25	1	-4	-1.9	1
CCCCNC(=O)CO/N=C(\C)c1cc2ccccc2o1	0	-2	0	6	-3	-4	14	-4	0.3	-7
O=C(Cn1cnc2c(nnn2Cc2ccc(F)cc2)c1=O)NCC1CCCO1 (stereo not given)	-2	3	0	0	0	-2	4	5	-0.4	6
COc1ccccc1NC(=O)Cn1cnc2c(oc3nc4c(cc32)CCCC4)c1=O	0	3	0	-5	9	-2	-6	8	-1.2	-1
Cc1csc(NC(=O)CSc2nnc(NC(=O)COc3ccccc3)s2)n1	5	2	2	-15	1	6	19	0	1.6	6
CCOC(=O)c1ccc(Nc2nc(-c3cccnc3)nc3ccccc23)cc1	7	3	-2	-36	4	-67	-14	-3	-1.1	1
COc1cccc(C(c2nnnn2C(C)(C)C)N2CCN(C3CCCCC3)CC2)c1OC (stereo not given)	-1	-2	-1	-1	-9	-2	4	-3	-1.8	-5
N#Cc1ccc(COC(=O)c2ccc3c(=O)[nH]c(CN4CCOCC4)nc3c2)cc1	7	-1	-4	6	5	0	7	-4	1.3	-9
CCCC1(C(=O)OC)NC(c2ccco2)C2C(=O)N(c3ccc(C)cc3)C(=O)C21 (stereo not given)	-11	-1	6	-5	-1	-1	-3	3	-0.3	5

Filtered by structure, the entries above with an aryl thioether with sulfur outside any ring.
SMILES	mABHD4 FP	LEDGF integ inh	PRMT1 inh	SIAE primary	rCAG binder	HTRA1 inhibitor	TDP2 inh	TCR-CD3 inh	PG9 Ab binder	NR1D1 modulator
Cc1nnc(SCC(=O)N2CCOCC2)[nH]c1=O	2	3	-1	-1	-3	2	3	-7	0.6	-6
Cn1nnnc1SCCNCc1ccncc1	-1	-1	-3	2	3	2	-2	6	-2.1	0
COc1ccccc1C(=O)NC(=O)CSc1ccc(C)c(C)c1	3	3	-2	6	0	-12	-6	3	-0.1	10
Cc1cc2nnc(SCC(=O)N3CCN(c4ccccc4)CC3)n2c(N)n1	0	0	-1	0	-1	3	4	4	-0.9	0
Cc1csc(NC(=O)CSc2nnc(NC(=O)COc3ccccc3)s2)n1	5	2	2	-15	1	6	19	0	1.6	6

Additional compounds follow.
SMILES	mABHD4 FP	LEDGF integ inh	PRMT1 inh	SIAE primary	rCAG binder	HTRA1 inhibitor	TDP2 inh	TCR-CD3 inh	PG9 Ab binder	NR1D1 modulator
O=C(C1CCCCC1)N1CCC(c2nc3c(nnn3Cc3ccccc3Cl)c(=O)[nH]2)CC1	-3	0	0	1	-1	-5	10	6	-0.2	2
CCOc1ccc(CNC(=O)Cn2ccc3cc(S(=O)(=O)N4CCCC4)ccc32)cc1	-4	-2	4	6	1	-3	-2	-3	7.2	-8
COc1cccc(NC(=O)N(C)C[C@@H]2Oc3ncc(Br)cc3C(=O)N([C@@H](C)CO)C[C@H]2C)c1	0	1	-3	3	1	-2	8	2	-2.1	4
Cn1ncc([N+](=O)[O-])c1C(=O)Nc1ccc(-c2nc3ccccc3[nH]2)cc1	-17	3	0	-17	6	-17	-11	-1	-0.1	6
CC(=O)Nc1ccc(C(=O)Nc2ccc(S(=O)(=O)N3CCOCC3)cc2)cc1	-3	-4	3	-2	2	-4	-1	-7	1.1	-3
O=C(c1cc2c(ccc3ccccc32)oc1=O)N1CCN(CCO)CC1	0	1	1	6	0	0	3	1	0.3	1
O=C(Nc1ccc2c(c1)OCCO2)c1ccc(CN2CCOCC2)cc1	0	1	-2	-1	-3	6	-6	-3	-1.0	4
CCC1CCCCN1S(=O)(=O)Cc1ccccc1Cl (stereo not given)	0	1	-1	11	-7	0	-4	-1	0.9	1
O=C(NCCCN1CCOCC1)c1ccc(CSCc2cccc(Cl)c2)o1	3	2	1	-2	-10	1	6	-2	-0.9	4
Cc1ccc(O)c(Nc2c3ccccc3nc3ccccc23)c1	22	3	4	37*	13	20	-14	3	-8.7	5
Cc1ccc(S(=O)(=O)NC(=O)Nc2cccc([N+](=O)[O-])c2)cc1	1	-2	8	2	-2	-1	-14	-1	-0.3	-1
Cn1c2ccccc2c2nnc(SCC(=O)Nc3ccccc3F)nc21	-2	-1	11	-5	-3	-1	-21	-6	0.0	5
CCCC(=O)NC(c1ccco1)c1cc([N+](=O)[O-])c2cccnc2c1O (stereo not given)	19	7	18	0	15	50*	-11	6	-5.0	-11
CCOC(=O)c1c(NC(=O)CN2C(=O)NC3(CCCCC3C)C2=O)sc(C)c1C (stereo not given)	-10	0	1	-4	-2	-26	-1	-6	-2.5	5
O=C(O)c1cc2ccccc2[nH]1	-2	0	-2	-2	0	0	-4	6	0.3	-1
COc1cc(CNCCN(C)C)ccc1OCc1c(F)cccc1Cl	7	-2	5	-1	-6	5	6	-4	-0.4	-1
CC1CCCCN1CCCNc1ccc(C(CC(N)=O)NC(=O)Cc2ccc(Cl)cc2)cc1[N+](=O)[O-] (stereo not given)	9	3	1	-3	6	-1	5	-4	1.6	0
COc1ccc(NC(=O)CSc2nc3[nH]ncc3c(=O)n2-c2ccccc2OC)cc1OC	-2	3	7	3	4	-4	6	-1	-0.4	-4
CC(C)/C=C1\CCCCC1N(C)C(=O)NC(C)C (stereo not given)	-8	4	-2	12	-3	-3	2	1	1.1	11
NC(=O)c1ccc(Oc2ccc3c(c2)CCC3)c([N+](=O)[O-])c1	-6	-6	0	0	4	-10	-15	-8	0.1	-3

Not all compounds are listed; the hit share may differ from the screen's.
